Source: PubChem BioAssay
EPAC1 antag: antagonists of human EPAC1 | Potency, µM (series often up to 115 µM), inactives show at the highest dose activity change, negative = inhibition, most hits filed as inhibitors | actives 0.14% (n = 360,000) | EPAC1 GEF assay, Rap1b-BODIPY-GDP exchange fluorescence;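 further: potency means the concentration at half of the fitted maximal effect; plate controls were vehicle for no effect and positive control for full effect; nearly all actives have a fitted effect of over 50% in size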
PLK1 PBD block: PLK1 (human) polo-box domain binding inhibition. Plk1 PBD binding of FITC phosphopeptide, fluorescence polarization. actives 2.8% (n = 360,000). Potency, µM, inactives show max response, negative = inhibition, actives largely listed as inhibitors; further: potency means the concentration at half of the fitted maximal effect; series mostly up to about 57 µM; on the % scale 0 is the no-effect control and ±100 the full control effect; nearly all actives have a fitted effect of over 65% in size
Target sequence (P53350 whole entry, looked up, the tested form may be a part): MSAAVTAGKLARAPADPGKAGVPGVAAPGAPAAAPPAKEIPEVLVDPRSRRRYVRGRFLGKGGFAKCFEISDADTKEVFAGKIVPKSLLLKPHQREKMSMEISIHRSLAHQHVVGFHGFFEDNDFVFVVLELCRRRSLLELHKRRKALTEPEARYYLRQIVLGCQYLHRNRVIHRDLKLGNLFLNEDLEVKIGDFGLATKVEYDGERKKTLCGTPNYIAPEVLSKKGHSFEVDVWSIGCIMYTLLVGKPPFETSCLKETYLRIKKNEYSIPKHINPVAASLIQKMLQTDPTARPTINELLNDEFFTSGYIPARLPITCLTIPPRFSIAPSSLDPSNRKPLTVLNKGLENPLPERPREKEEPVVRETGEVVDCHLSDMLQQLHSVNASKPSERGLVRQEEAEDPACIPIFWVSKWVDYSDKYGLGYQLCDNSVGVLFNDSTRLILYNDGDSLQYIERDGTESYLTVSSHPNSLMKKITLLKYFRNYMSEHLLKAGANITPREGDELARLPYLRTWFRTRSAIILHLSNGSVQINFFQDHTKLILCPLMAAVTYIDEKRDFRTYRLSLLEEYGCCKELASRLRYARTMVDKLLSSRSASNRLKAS
EPAC1 ag: EPAC1 (human) agonism. O95398. AID 720707. EPAC1 agonist qHTS, biochemical assay; response scale: 100% = response to 6.5 mM cAMP. Potency, µM (doses to about 154 µM), without a hit: at the highest dose activation, most hits filed as activators. actives 0.073% (n = 360,000); further: potency means the concentration at half of the fitted maximal effect; nearly all actives have a fitted effect of over 60% in size
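Fluorescent GDP-exchange assay: 100 nM EPAC1 with 250 nM Rap1B preloaded with BODIPY-GDP and 50 uM GDP; compounds tested as concentration series, 5 min at room temperature, then read every 5 min for 30 min (ex 480/em 540 nm); normalized to 6.5 mM cAMP.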
Abeta rescue: compounds reversing amyloid beta toxicity in yeast | yeast expressing A-beta42, growth rescue, OD600, 48 h; response scale: 0% DMSO, 100% iron-clioquinol control | Potency, µM (titrated, usually from 46.1 µM), without a hit: at the highest dose growth rescue, hits mostly activators | actives 0.063% (n = 410,000); further: potency means the concentration at half of the fitted maximal effect; nearly all actives have a fitted effect of over 55% in size
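Yeast growth medium received pinned compounds, then yeast cells expressing toxic A-beta were added; plates incubated at 30 C for 48 hr. Growth read as absorbance at 600 nm, normalized to DMSO and equimolar FeCl3 plus clioquinol controls.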
IL2 activator: activates IL-2 in a cell-based reporter assay; IL-2 activation reporter assay, cell-based qHTS; stimulated with anti-CD3/CD4/CD28 beads; in transgenic mouse T cells; activation, % (series mostly up to about 46 µM); actives 0.065% (n = 360,000); in the data active means activation above about 50%; inconclusive means mostly about 30% to 49%; further: 0% is about no effect
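Unstimulated transgenic mouse T cells; 60-min compound exposure; bead-based TCR/CD4/CD28 stimulation; 18 h culture, 37 degrees C; dual fluorescence (EGFP, DsRed) plate cytometry.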
FUS suppressor: rescues growth of FUS-expressing yeast; actives 0.24% (n = 390,000); S. cerevisiae FUS-expressing, growth rescue, OD600, 24 h; Potency, µM (series often up to 76.6 µM), without a hit: top-dose growth rescue (activation), actives largely listed as activators;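 further: potency means the concentration at half of the fitted maximal effect; plate controls were DMSO vehicle for no effect and reference control for full effect; nearly all actives have a fitted effect of over 55% in size; some results filed as inactive show a strong effect at the top dose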
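S. cerevisiae expressing FUS from galactose induction served as the toxicity model. Growth after 24hr at 30C, read as absorbance at 600 nm, indicates suppression of toxicity; compounds dosed at several concentrations.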
WRN helicase inh: blocks human WRN helicase. AID 651768. Potency, µM (top dose mostly 114 µM), inactives show at the highest dose activity change, negative = inhibition, hits mostly inhibitors. actives 0.46% (n = 360,000). WRN helicase unwinding, fluorescent forked duplex, kinetic; further: potency means the concentration at half of the fitted maximal effect; on the % scale 0 is the no-effect control and ±100 the full control effect; nearly all actives have a fitted effect of over 55% in size
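Fluorescence dequenching readout, ex 525 nm/em 598 nm, kinetic mode: forked duplex DNA (100 nM final) with adjacent fluorophore and quencher unwound by WRN (20 nM final) with 2 mM ATP. Compound preincubation 15 min, room temperature.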
aSyn yeast inh: rescues yeast growth from alpha-synuclein toxicity | Potency, µM (titrated, usually from 46.1 µM), inactives show at the highest dose growth rescue (activation), actives largely listed as activators | Yeast expressing alpha-synuclein, growth rescue, BacTiter-Glo, 24 h | actives 0.14% (n = 370,000); further: potency means the concentration at half of the fitted maximal effect; % of control where 0% means no effect; nearly all actives have a fitted effect of over 65% in size
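Readout is rescue of growth in alpha-synuclein-expressing yeast, so inhibitors of toxicity appear as activators. Growth after 24 hr at 30 deg C in galactose medium is quantified by luminescence.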
PI5P4K alpha inh: inhibitors of human PI5P4K alpha; P48426; PI5P4Kalpha enzyme, ADP-Glo luminescence, 60 min; active compounds read low; max response, %; actives 1.2% (n = 330,000); AID 652105; active means max response of -50% or lower; inconclusive means between -30% and -50%; inactive means -30% or higher; further: value at the top dose of about 77 µM; on the % scale 0 is the no-effect control and ±100 the full control effect
Target sequence (P48426 whole entry, looked up): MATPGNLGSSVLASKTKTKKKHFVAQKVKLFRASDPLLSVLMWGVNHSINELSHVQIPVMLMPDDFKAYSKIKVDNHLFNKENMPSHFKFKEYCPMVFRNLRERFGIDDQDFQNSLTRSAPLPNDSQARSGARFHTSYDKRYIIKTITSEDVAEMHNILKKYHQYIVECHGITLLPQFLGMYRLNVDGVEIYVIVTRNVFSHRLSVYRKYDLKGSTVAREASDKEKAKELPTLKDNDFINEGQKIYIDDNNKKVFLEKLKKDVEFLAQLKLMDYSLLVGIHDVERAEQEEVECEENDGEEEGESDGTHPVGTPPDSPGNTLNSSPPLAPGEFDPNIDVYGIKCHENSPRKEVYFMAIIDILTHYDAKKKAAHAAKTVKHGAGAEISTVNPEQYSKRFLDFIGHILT
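Luminescence from ADP-Glo served as readout of PI5P4Kalpha activity in a qHTS format. Reaction: enzyme, substrate, compound, ATP at 5 microM final, 60 min at RT.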
Starred values were filed as active, the others as inactive; ? = inconclusive; . = no result given; [ ] = another dose, or the depositor's remark. Unless noted, the call rests on the fitted dose curve; in most records, active means well fitted curve in the direction sought with a large enough effect; inconclusive means small, poorly fitted or top-dose-only effect, or another doubt; inactive means no such curve, though single readings can be large; an effect the other way counts as inactive or inconclusive.

SMILES	EPAC1 antag	PLK1 PBD block	EPAC1 ag	Abeta rescue	IL2 activator	FUS suppressor	WRN helicase inh	aSyn yeast inh	PI5P4K alpha inh
COc1ccccc1NC(=O)CSc1nc(O)c(Cc2ccccc2)c(=O)[nH]1	3%	-2%	-8%	2%	-0.8	-6%	-1%[57.1 µM]	0%	.
CCCc1cc(=O)[nH]c2nnc(SCC(=O)Nc3nccs3)n12	-15%	-2%	4%	-7%	0.7	6%	-5%	-5%	-6
Cc1ccc(C)c(NC(=O)COC(=O)c2cccc(S(=O)(=O)N3CCCC3)c2)c1	3%	-1%	-12%	5%	-1.5	-20%	11%	-5%	-1
O=C1CCC(/C=C/c2ccccc2)=NN1Cc1ccccc1Cl	-2%	-9%	13%	-11%	0.5	36%	-10%	23%	5
Cc1cc(=O)oc2cc(OCC3CC(c4ccc(Br)cc4)=NO3)ccc12 (configuration not stated)	13%	-6%	4%	3%	-1.9	-8%	-14%	2%	.
COC(=O)c1c(SCc2ccc(C#N)cc2)nc(=O)[nH]c1C	5%	3%	-2%	2%	-1.6	-11%	6%	0%	-2
CCCCC(=O)Nc1ccc2c(c1)nc(CN1CCN(C(=O)OCC)CC1)n2C	-11%	-2%	-13%	4%	-1.6	20%	-2%[57.1 µM]	-11%	-1
COc1ccc(Cl)cc1NC(=O)C12CCC(C)(C(=O)O1)C2(C)C (configuration not stated)	-2%	-7%	3%	-12%	-0.4	31%	-6%	-2%	.
Cc1ccc(CNC(=O)C2CCN(S(=O)(=O)c3c(C)noc3/C=C/N(C)C)CC2)cc1	-9%	-6%	4%	-9%	0.4	32%	-5%	-2%	0
Cc1cc(NC(=O)c2cncc(Br)c2)n(-c2ccccn2)n1	-15%	-7%	5%	10%	1.2	9%	-11%	1%	6
Cc1cnc(NC(=O)CC2CCCC2)s1	-13%	8%	-10%	?	-3.1	-1%	-1%	5%	0
COc1ccc(OC)c(C(O)c2ncc(-c3ccccc3Cl)[nH]2)c1 (configuration not stated)	5%	-1%	7%	7%	0.3	-21%	-10%	2%	8
CCCCNC(=O)c1cc(C)no1	-24%	-2%	10%	4%	1.6	-10%	0%	-2%	-1
O=C(c1ccc(N2C(=O)C3C4CC(C(Br)C4Br)C3C2=O)cc1)N1CCCCC1 (configuration not stated)	-12%	-9%	7%	15%	1.7	7%	-24%	6%	-16
O=C(Nc1ccccc1Cl)NN1CCCCCC1	2%	-9%	5%	?	0.3	7%	-22%	8%	1
COc1cc(C(=O)NC2CCCc3ccccc32)cc(OC)c1OC (configuration not stated)	-17%	-6%	0%	9%	-4.3	14%	-12%	3%	7
CCC(C)NS(=O)(=O)c1ccc(S(=O)(=O)N(CC(=O)Nc2ccccc2)CC2CCCO2)cc1 (configuration not stated)	-1%	0%	15%	7%	-0.6	40%	-10%	0%	.
C=Cn1cc[n+](CC(=O)c2ccc(Br)cc2)c1	-24%	-5%	-8%	13%	-0.4	-12%	-1%	6%	3
COc1cccc(-c2nn(-c3ccc(C)cc3)cc2C(=O)N(C)CC(=O)Nc2cccc(F)c2)c1	-4%	-1%	-5%	2%	0.0	.	-8%	1%	2
CN(Cc1ccccc1)S(=O)(=O)c1ccc(NS(C)(=O)=O)cc1	1%	-3%	-11%	11%	-3.9	4%	0%	3%	.
CC(C)[C@@H](CO)NS(=O)(=O)c1ccc(Br)cc1F	-2%	-7%	10%	1%	-0.7	-26%	7%	4%	1
CCOC(=O)C1(Cc2cccc(OC)c2)CCN(C2CCOCC2)CC1	-13%	-3%	8%	14%	-0.4	9%	-6%	1%	0
C[C@@H]1CN([C@@H](C)CO)C(=O)CCCn2nncc2CO[C@H]1CN(C)S(=O)(=O)c1ccccc1	-7%	-20%	-9%	-9%	0.7	-6%	-1%	-7%	2
COCCNC(=O)C1(C)CCCN(Cc2ccccc2N(C)C)C1 (configuration not stated)	1%	-15%	-2%	-5%	0.0	-23%	16%[57.1 µM]	-5%	-4
CCCC(=O)N1CCC1(C)C(=O)NS(=O)(=O)c1ccc(C(C)(C)C)cc1 (configuration not stated)	0%	-8%	-9%	-11%	-0.4	7%	-7%	-3%	-7
COc1cccc(N2CCN(CC(=O)Nc3ccnn3C3CCCC3)CC2)c1	12%	-5%	6%	6%	0.4	-6%	2%	-3%	7
COc1ccccc1NS(=O)(=O)c1cc(C(=O)NCc2ccco2)ccc1C	2%	-2%	0%	2%	5.2	17%	-10%	7%	-8
COc1ccc(CN(C(=O)c2oc3ccccc3c2C)C2CCS(=O)(=O)C2)cc1OC (configuration not stated)	-7%	-1%	6%	7%	3.1	1%	1%	9%	3
CCc1nn(-c2cc(Oc3cccc4ccccc34)nc(-c3ccccc3)n2)c(N)c1C#N	13%	-3%	0%	13%	-0.4	-11%	6%	0%	-4
Cc1ccc(NC2=C(Cl)C(=O)OC2OC(=O)c2ccco2)c(C)c1 (configuration not stated)	-12%	-13%	-9%	-31%[inhibitor]	-0.5	.	-4%	13%	-2
O=C(Nc1ccnc(=O)[nH]1)c1sc2ccccc2c1Cl	9%	27µM*	-3%	2%	-2.1	1%	6%	-4%	-14
OCCCNC(c1ccccc1)c1ccc(O)cc1 (configuration not stated)	3%	?	1%	11%	-0.5	-2%	7%	-11%	-4
Cc1ccc(S(=O)(=O)NC(C)c2ccccc2)cc1[N+](=O)[O-] (configuration not stated)	4%	6%	-1%	6%	1.3	4%	0%[57.1 µM]	-4%	-5
CC(C)(C)c1ccc(C(=O)N/C(=C\c2cccs2)C(=O)NCc2ccco2)cc1	-9%	-5%	?	16%	-1.8	?	-3%	0%	0
CSc1cccc(N2CC(C(=O)Nc3ccccc3N3CCCC3)CC2=O)c1 (configuration not stated)	2%	-2%	9%	4%	-1.8	18%	-5%	5%	0
CCN1CCN(c2ccc(S(=O)(=O)N3CCOCC3)cc2NC(=O)CC(C)C)CC1	7%	4%	4%	4%	-0.4	0%	-1%	1%	6
COc1ccc(-n2c(Cc3cccs3)nnc2SCC(=O)Nc2ccc3c(c2)OCCO3)cc1	-16%	-2%	4%	24%	0.8	?	-9%	15%	8
Cc1ccsc1C(=O)OCC(=O)N1CCc2ccccc2C1	-23%	-12%	5%	2%	-6.2	8%	-30%	0%	2
CCC(NS(=O)(=O)c1ccc(OC)cc1)C(=O)NCCc1ccccc1 (configuration not stated)	-12%	-1%	2%	-1%	-0.2	-10%	9%	1%	7
Cc1ccc(N(CC(=O)NC2CCCCC2C)S(=O)(=O)c2c(C)noc2C)cc1 (configuration not stated)	9%	0%	-7%	-20%	-1.3	9%	-1%	3%	-1

Whole records as entered above. Screens in order: EPAC1 antag	PLK1 PBD block	EPAC1 ag	Abeta rescue	IL2 activator	FUS suppressor	WRN helicase inh	aSyn yeast inh	PI5P4K alpha inh
CC(C)[C@@H](CO)NS(=O)(=O)c1ccc(Br)cc1F is entered as -2%	-7%	10%	1%	-0.7	-26%	7%	4%	1
CSc1cccc(N2CC(C(=O)Nc3ccccc3N3CCCC3)CC2=O)c1 (configuration not stated) is entered as 2%	-2%	9%	4%	-1.8	18%	-5%	5%	0

(more compounds)
SMILES	EPAC1 antag	PLK1 PBD block	EPAC1 ag	Abeta rescue	IL2 activator	FUS suppressor	WRN helicase inh	aSyn yeast inh	PI5P4K alpha inh
NS(=O)(=O)c1ccc(CCNC(=O)CN2CCN(S(=O)(=O)c3ccccc3F)CC2)cc1	-8%	-9%	5%	0%	0.0	12%	10%	-12%	1
COc1ccc(NC(=O)CSc2nnc(C3CC3)n2-c2ccccc2)cc1	-18%	-6%	5%	8%	-1.1	?	-12%	0%	.
CCOC(=O)c1c(NC(=O)c2cccnc2)sc(C(C)=O)c1C	-27%	0%	-9%	-10%	-0.1	.	-7%	4%	-1
O=C(Cn1cnc2ccccc2c1=O)Nc1ccccc1N1CCOCC1	2%	0%	-2%	-8%	0.1	9%	4%	1%	3
O=C(CN1CCN(C(=O)C2CCCO2)CC1)Nc1c(Cl)cccc1Cl (configuration not stated)	8%	-5%	-2%	11%	-2.8	.	-9%	1%	-1
Cc1cc(NC(=O)c2cc(-c3cccs3)on2)nn1Cc1ccc(Cl)cc1	4%	3%	1%	4%	0.2	16%	-2%	-1%	.
CCCOC(=O)CSc1nc(N2CCOCC2)c2c(c1C#N)CC(C)(C)OC2	-6%	-5%	0%	-10%	0.1	17%	-4%	11%	7
Cn1ncc(Br)c1C(=O)N1CCCC1	-9%	-1%	8%	0%	1.3	-11%	3%	-1%	0
COC(=O)c1ccc2nc(-c3ccco3)c(Cc3ccc(C)cc3)n2c1	-18%	-17%	-6%	-35%[inhibitor]	-0.6	30%	-2%	?	-19
CCOC(=O)CN1N=C(c2ccc(Cl)s2)CSC1=O	-24%	2%	-5%	7%	-3.3	.	-2%	-5%	2
COc1ccc(-c2cc(C(=O)Nc3sc4c(c3C#N)CCCC4)c3ccccc3n2)cc1OC	-4%	2%	16%	3%	-3.2	18%	-14%	-8%	3
CCOC(=O)[C@]12CCCC=C1N(Cc1ccc(Cl)cc1Cl)C(=O)[C@H](CC(=O)N1CCN(C(=O)C3CC3)CC1)C2	-20%	-1%	-3%	-1%	-0.1	42%	1%	15%	-1
O=C(Oc1cc(=O)oc2ccccc12)c1ccco1	5%	1%	1%	-11%	-1.5	3%	-5%	14%	-2
N#Cc1nc(Cc2cccc3ccccc23)oc1NCc1ccc(F)cc1	3%	-6%	16%	6%	0.4	11%	-7%	11%	16
CCC1CCCCN1C(=O)COc1ccc(N(C)S(=O)(=O)c2ccc(C)cc2)cc1 (configuration not stated)	1%	-3%	15%	-6%	-4.1	35%	-5%	1%	13
O=C(CSc1nnc(-c2ccc(O)cc2)o1)Nc1ccc2c(c1)OCCO2	4%	-11%	-1%	3%	-0.4	6%	3%	-6%	-7

With a hit mark in PLK1 PBD block, of those listed so far:
compound	EPAC1 antag	PLK1 PBD block	IL2 activator	WRN helicase inh	PI5P4K alpha inh
O=C(Nc1ccnc(=O)[nH]1)c1sc2ccccc2c1Cl	9%	27µM*	-2.1	6%	-14
